# High-throughput results deposited in PubChem BioAssay by Sanford-Burnham Center for Chemical Genomics.
# Mdm2 MdmX PPI: human Mdm2/MdmX binding inhibition. O15151+Q00987. SaOS-2 split-luciferase Mdm2/MdmX complementation, luminescence. inhibition, % at 8 µM. 3% of 330,000 active;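 active means inhibition of at least 50% at 8 µM in the primary screen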
# APJ antagonist: APJ receptor antagonism; inhibition, % at 20 µM; CHO-K1 APJ beta-arrestin complementation, luminescence; P35414; 0.32% of 330,000 active;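 active means inhibition above about 40% at 20 µM, limit read from the data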;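 further: cells challenged with 10 nM apelin-13 agonist together with compound; plate controls were apelin-13 plus DMSO wells for no effect and DMSO wells lacking apelin-13 for full effect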
# Target sequence (P35414 whole entry, looked up): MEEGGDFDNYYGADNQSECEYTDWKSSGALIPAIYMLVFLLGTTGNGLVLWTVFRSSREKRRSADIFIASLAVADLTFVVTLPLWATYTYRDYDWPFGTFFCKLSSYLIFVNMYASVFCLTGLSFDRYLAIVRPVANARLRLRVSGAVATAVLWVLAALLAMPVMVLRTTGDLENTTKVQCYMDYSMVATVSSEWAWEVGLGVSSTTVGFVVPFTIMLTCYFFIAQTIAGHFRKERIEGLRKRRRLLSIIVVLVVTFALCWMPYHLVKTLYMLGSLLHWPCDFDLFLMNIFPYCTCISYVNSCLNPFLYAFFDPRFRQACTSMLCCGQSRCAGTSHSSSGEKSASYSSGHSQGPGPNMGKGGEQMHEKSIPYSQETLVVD
# CHOP UPR activ: activators of apoptotic arm of unfolded protein response (CHOP); CHO-CHOP luciferase reporter, UPR activation, luminescence; percent of tunicamycin response over DMSO baseline; activation, % at 10 µM; 0.34% of 330,000 active; AID 449763;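 active means at 10 µM dose, activation of 40% or more, normalized to positive control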;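 further: 100% = tunicamycin at 10 µg/mL and 0% = DMSO alone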
#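 Test system: CHO-CHOP cells, stable luciferase reporter of PERK-eIF2a-CHOP signalling | Quantity: 500 CHO-CHOP cells per well | Buffer or medium: F12 plus 10% serum | Compound dosing: 10 µM single point, 0.5% DMSO | Schedule: 6 h compound treatment, 37 °C | Signal: Luciferase luminescence | Control set: Tunicamycin high control, DMSO low control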
# Jurkat NFkB inh: lowers PMA/ionomycin-induced NF-kB signal in Jurkat cells; PMA/ionomycin-induced NF-kB luciferase reporter, luminescence; inhibition, % at 4 µM; 0.53% of 330,000 active; AID 435003; in the data active means inhibition above about 50%
# XBP1 UPR activ: adaptive UPR (XBP1) activation | activation, % at 20 µM | CHO-XBP1 luciferase reporter, IRE1-XBP1 UPR activation, luminescence; percent of tunicamycin response, DMSO as zero | 0.33% of 330,000 active | AID 463104;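 active means versus positive control, 20 µM dose yields 30% or more activation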;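 further: 100% = tunicamycin at 10 µg/mL and 0% = DMSO only wells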
#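 incubation = overnight seeding at 37 °C, 6 h compound treatment at 37 °C | assay system = CHO-XBP1 cells stably carrying IRE1-XBP1-driven luciferase reporter | input = 1000 cells per well | detection = luciferase luminescence | dosing = single point, 20 µM final compound, 1% DMSO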
# tim23-1 inh: inhibits growth of tim23-1 mutant yeast; 1.3% of 330,000 active; S. cerevisiae tim23-1 growth, BacTiter-Glo luminescence, 24 h; inhibition, % at 20 µM; AID 463212;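 active means growth inhibition of the mutant yeast at or above 50%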;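 further: temperature-sensitive mutant grown at 25 °C; plate controls were DMSO-treated mutant yeast for no effect and medium wells lacking yeast for full effect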
# 697 NFkB inh: inhibitors of the PMA/ionomycin-induced NF-kB reporter in 697 B cells | 697 B-cell NF-kB luciferase reporter, 16 h | inhibition, % at 4 µM | 0.33% of 330,000 active; in the data active means inhibition above about 35%
# APJ agonist: activates the human apelin receptor APJ; 0.11% of 330,000 active; P35414; activation, % at 20 µM; CHO-K1 APJ PathHunter beta-arrestin, luminescence; 0% DMSO wells, 100% apelin;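 active means activation more than six SD over the plate average, tested at 20 µM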;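 further: 0% = DMSO alone and 100% = apelin-13 at 10 nM; some results filed as inactive read as strong as hits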
#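 Test system – PathHunter CHO-K1 APJ (AGTRL-1) beta-arrestin reporter cells · Input – 1000 cells/well · Compound – single test compound dose, 20 µM final, 1% DMSO · Times – compound stimulation 90 min at 25 °C, detection 60 min · Technique – beta-gal luminescence · Read-out basis – APJ–arrestin association signal · Control set – negative DMSO alone, positive Apelin-13 at 10 nM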
# Numbers without * were called inactive.
SMILES,Mdm2 MdmX PPI,APJ antagonist,CHOP UPR activ,Jurkat NFkB inh,XBP1 UPR activ,tim23-1 inh,697 NFkB inh,APJ agonist
O=C1N/C(=N\N=C\c2ccccn2)SC1Cc1cccc(SC(F)F)c1 (configuration not stated),48.2,-3.3,-0.9,-8.6,3.5,-11.5,-8.9,-2.6
COc1ccc([N+](=O)[O-])cc1N(CC(=O)NCC1CCCO1)S(C)(=O)=O (configuration not stated),7.8,11.9,3.0,7.3,-1.1,6.5,5.5,-5.1
Cc1nc(SCC(=O)N2CCNC2=O)c2ccccc2n1,-2.6,10.4,0.0,-4.7,-2.7,2.1,14.4,-1.4
COc1ccc(F)cc1S(=O)(=O)N1CC(C)CC(C)C1 (configuration not stated),26.7,15.7,-1.0,-6.6,-2.8,14.0,-10.1,-0.8
Cn1c(NC(=O)C2c3ccccc3Oc3ccccc32)cc(=O)n(C)c1=O,31.7,14.3,0.6,-5.7,0.2,13.5,21.8,-3.4
Cc1cc(CN(C)C(=O)c2ccc(OC3CCN(Cc4ccccn4)CC3)cc2)on1,3.2,-1.7,0.1,4.4,-3.9,8.9,-9.0,-10.9
COc1ccc(-n2ccnc2SCC(=O)Nc2ccccc2)cc1,13.9,0.5,1.0,-7.3,-1.6,29.6,-1.9,-3.0
O=C(Nc1ccccc1)C1CC(=O)N(c2ccc3c4c(cccc24)CC3)C1 (configuration not stated),14.5,-3.0,-1.5,-1.9,0.6,18.4,11.3,-2.3
CN=C(C)/C(C(=O)OC)=C(/O)c1c(F)cccc1F,16.5,2.0,-1.8,-4.4,-0.6,10.4,5.0,3.4
Cc1cccc(C)c1NC(=O)CN(C)C(=O)CN1C(=O)NC2(CCCC2)C1=O,8.0,2.8,1.6,17.6,-0.1,3.0,25.8,-4.0
O=C(COc1cccc(C(F)(F)F)c1)NNC(=O)c1ccc(=O)[nH]c1,21.5,-10.7,-1.5,-15.0,-0.9,2.8,3.4,0.7
CCOc1ccc(CC(=O)OCc2cc(=O)n3cc(Br)ccc3n2)cc1,7.4,4.2,-0.2,-4.6,-0.8,23.4,9.2,-1.9
Cc1cc(C)cc(NC(=S)NCCN(C2CCCCC2)C2CCCC2)c1,44.0,21.6,2.5,21.7,-0.7,-3.3,-1.3,-3.7
CC(C)(C)c1ccc(OCC(O)CN(CCO)CC(O)Cn2ccc3ccccc32)cc1 (configuration not stated),7.5,2.3,-1.7,2.8,-3.4,16.2,-8.8,-1.6
Cc1cc(C)cc(NC(=O)CCCn2nc(C)c3c(C)n(-c4ccccc4)nc3c2=O)c1,-0.8,10.2,3.1,0.3,-0.5,10.6,12.0,-7.9
O=C(COC(=O)c1ccco1)NCc1cccs1,24.6,15.7,-2.7,-7.6,3.9,11.1,-5.0,1.0
COc1ccc(NC(=O)COC(=O)/C=C/C(=O)OCC(=O)Nc2ccc(OC)c(Cl)c2)cc1Cl,28.9,-13.3,0.0,-2.9,-0.9,-20.4,12.5,-2.4
Cc1nc(N2CCOCC2)nc(Oc2ccccc2)c1[N+](=O)[O-],17.7,-1.9,5.4,-11.5,3.0,-1.9,3.6,2.6
CCOC(=O)C(C(=O)NCCCN1CCOCC1)C1CCCCC1 (configuration not stated),-2.2,1.5,-2.6,-24.4,-2.3,1.7,6.1,1.6
c1ccc(-c2cnc(-c3cccnc3)o2)cc1,-7.4,11.2,3.1,-41.9,3.1,21.2,-44.7,3.0
CCc1nnc(NC(=O)C2CCN(c3nccc(C)n3)CC2)s1,-11.0,6.2,-1.9,-5.0,0.8,0.9,-3.3,-0.9
Cc1ccccc1C(=O)Nc1nnc(-c2ccncc2)o1,8.5,-3.4,1.7,5.2,0.1,5.4,-6.3,-3.4
Cc1ccc(C2=CC(c3ccc(N(C)C)cc3)n3nnnc3N2)cc1 (configuration not stated),-22.3,8.8,28.9,4.6,0.9,3.5,-10.2,1.7
CC(C)N(C(=O)CN1CCN(C(=O)C2COc3ccccc3O2)CC1)C(C)C (configuration not stated),-14.5,0.9,-0.4,11.5,1.4,6.1,12.5,-3.3
Cc1cccc(NC(=O)NNC(=O)c2ccc3ccccc3c2O)c1,-11.1,-30.8,0.2,5.2,-4.5,4.1,7.6,10.3
CC[C@@H](C)[C@H](NC(=O)CNC(=O)Cc1c(C)c2c(cc(C)c3c(C)coc32)oc1=O)C(=O)O,-16.9,2.2,-2.0,-0.2,3.7,14.5,-11.4,-2.2
COc1cccc(C(=O)NC2CCN(CC(=O)Nc3cccc(C)c3C)CC2)c1,8.0,5.0,-1.2,10.2,1.4,23.0,13.7,-1.8
CC(=O)c1c(C)nn(C(=O)c2cccs2)c1C,-7.0,11.8,-0.5,-0.3,0.2,13.3,11.0,-0.5
Cc1ccc(C(=O)C2=C(O)C(=O)N(c3ncccn3)C2c2ccc(F)cc2)o1 (configuration not stated),-4.1,14.2,0.8,3.4,-2.7,-9.4,-11.3,0.3
CC1CCCC(NC(=O)CN2C(=O)NC(c3ccccc3)(c3ccccc3)C2=O)C1C (configuration not stated),-4.0,7.6,1.3,-0.9,-2.3,-0.6,19.2,-6.9
CC(C)(C)CC(=O)N1CCC(c2nc3c(nnn3Cc3c(F)cccc3Cl)c(=O)[nH]2)CC1,32.4,16.0,-0.5,7.9,-0.7,10.3,-14.3,4.1
Cc1c(Br)c([N+](=O)[O-])nn1CCCC(=O)NC(C)c1ccccc1 (configuration not stated),10.4,12.1,0.3,2.5,-1.5,9.5,1.1,-2.7
CC1(C)OC(c2ccccc2)=C/C(=C/C=Nc2ccccc2)O1,32.2,6.8,0.2,23.7,3.9,32.9,16.1,-1.4
Cc1ccc(S(=O)(=O)N2CCCCC2)cc1C(=O)NCc1ccncc1,16.5,13.0,-0.7,2.0,-6.5,7.4,6.1,-2.8
COc1ccc2c(C)nc(Nc3nc(C)cc(C)n3)nc2c1,-4.4,17.9,1.0,-19.2,-0.4,28.8,12.9,-2.3
CC(CNC(=S)Nc1cc(F)cc(F)c1)CSc1ccc(Cl)cc1 (configuration not stated),24.6,13.2,-1.2,7.3,-0.7,22.1,-9.0,-1.1
C=CCN1C=C2C(=O)C(C)(OC(=O)c3ccco3)C(=O)C(C=C)=C2C=C1C1CC1 (configuration not stated),-1.1,-88.7,-1.0,-4.2,0.7,3.8,5.8,17.0
NC(=O)c1c(NC(=O)c2ccccc2)sc2c1CCc1ccccc1-2,-28.3,20.3,4.1,-139.1,0.6,3.0,-136.3,-1.6
CN(CC(=O)Nc1ccc(F)c(F)c1F)C(=O)C1CCC1,6.0,12.8,0.3,8.2,0.1,4.7,13.6,11.7
O=C1C=C(c2ccccc2)CC(/C=C/c2ccccc2)C1 (configuration not stated),-8.3,-3.4,1.1,9.7,0.2,37.1,-26.5,-1.3
Cc1cc(NC(=O)CSc2nnc(COc3cccc(C)c3C)n2C)no1,2.2,-4.5,1.7,5.5,0.4,-2.1,-1.6,-0.1
CCOCc1c(C(=O)NCc2ccccc2CN2CCCC2)oc2ccccc12,9.9,-7.1,-1.2,6.1,-0.9,12.7,-27.4,-5.7
Cc1cccc(NC(=O)CN2C(=O)N/C(=C/c3ccc(-c4cccc(C(=O)O)c4C)o3)C2=O)c1,-42.1,10.5,-0.9,-6.0,-2.7,7.0,1.9,-2.5
Oc1c(Cl)cc(Cl)cc1CNc1ccc(Br)cn1,-107.6,1.8,2.0,7.4,1.5,33.6,-38.3,9.8
O=C(COC(=O)C1CC1)Nc1ccc2c(c1)OCO2,19.6,19.5,1.3,0.4,-1.6,-7.4,0.1,-0.5
CSc1nnc(-c2ccccc2)c(=O)[nH]1,6.2,7.8,1.2,-12.6,0.1,-17.3,-3.4,-4.7
O=C(COc1cccnc1[N+](=O)[O-])NCCc1ccc(Cl)cc1,3.4,-1.0,-1.2,-7.7,3.0,-14.5,-5.0,-0.4
O=C(O)CC1=C(Nc2ccccc2)C(=O)N(c2ccccc2)C1c1ccc(F)cc1 (configuration not stated),-5.7,9.3,1.8,-33.4,-1.1,10.8,-16.2,-2.0

# Of the compounds above, these have a COOH group:
SMILES,Mdm2 MdmX PPI,APJ antagonist,CHOP UPR activ,Jurkat NFkB inh,XBP1 UPR activ,tim23-1 inh,697 NFkB inh,APJ agonist
CC[C@@H](C)[C@H](NC(=O)CNC(=O)Cc1c(C)c2c(cc(C)c3c(C)coc32)oc1=O)C(=O)O,-16.9,2.2,-2.0,-0.2,3.7,14.5,-11.4,-2.2
Cc1cccc(NC(=O)CN2C(=O)N/C(=C/c3ccc(-c4cccc(C(=O)O)c4C)o3)C2=O)c1,-42.1,10.5,-0.9,-6.0,-2.7,7.0,1.9,-2.5
O=C(O)CC1=C(Nc2ccccc2)C(=O)N(c2ccccc2)C1c1ccc(F)cc1 (configuration not stated),-5.7,9.3,1.8,-33.4,-1.1,10.8,-16.2,-2.0

# Back to the main list, starting 2 compounds before the break.
SMILES,Mdm2 MdmX PPI,APJ antagonist,CHOP UPR activ,Jurkat NFkB inh,XBP1 UPR activ,tim23-1 inh,697 NFkB inh,APJ agonist
O=C(COc1cccnc1[N+](=O)[O-])NCCc1ccc(Cl)cc1,3.4,-1.0,-1.2,-7.7,3.0,-14.5,-5.0,-0.4
O=C(O)CC1=C(Nc2ccccc2)C(=O)N(c2ccccc2)C1c1ccc(F)cc1 (configuration not stated),-5.7,9.3,1.8,-33.4,-1.1,10.8,-16.2,-2.0
CCOC(=O)C1CCCN(C2CC(=O)N(c3ccc(C(C)C)cc3)C2=O)C1 (configuration not stated),12.5,14.8,-0.9,-4.6,-1.2,25.2,9.0,-3.7
COc1[nH]c(/N=C/c2ccccc2)c(C#N)c1C#N,7.1,1.9,0.3,-8.8,-0.8,18.8,-11.1,2.0
O=C(Nc1nc2c(s1)CN(Cc1ccccc1)CC2)C1CCC1,-12.7,-1.2,4.2,-32.5,1.4,21.6,8.9,-1.7
Cc1ccc(NC(=O)c2cccc(-n3cnnn3)c2)cc1Cl,9.1,-5.8,-0.1,-15.3,0.3,-6.5,8.9,-0.3
Cc1ccc(NC2CCCN(C(=O)c3cccc4nccnc34)C2)cc1C (configuration not stated),-1.1,-8.3,-0.3,18.7,-2.8,12.5,-0.1,-1.2
CC(C)(C)n1nnnc1CN(Cc1ccc(F)cc1)Cc1ccco1,-9.2,8.7,-0.9,-2.3,-0.7,34.0,7.1,-5.3
Cc1ccc(C(=O)Nc2ccnc(-c3cccnc3)n2)cc1,28.5,4.2,3.7,-14.9,4.1,8.9,7.8,-2.0
CCOc1ccc2oc(=O)cc(CN3CCN(Cc4ccccc4)CC3)c2c1,2.6,7.7,1.0,-3.7,-1.2,7.8,-6.8,-3.3
COc1ccc(CCOC(=O)CNC(=O)c2ccc(Cl)cc2Cl)cc1,21.2,-0.8,-1.3,3.5,-3.2,24.2,-13.6,-5.7
CC(C)C(NC(=O)c1c(F)cccc1F)C(=O)N1CCN(S(=O)(=O)/C=C/c2ccccc2)CC1 (configuration not stated),26.7,14.0,-0.5,-0.5,-1.1,16.9,-12.1,0.1
Cn1c(Nc2ccc(Cl)cc2)cc(=O)n(C)c1=O,-15.1,-20.1,1.2,-5.9,-4.2,-0.5,2.5,2.7
CCOc1ccc(-n2c(C)nc3cc(C(=O)NCCCN4CCOCC4)ccc32)cc1,-6.9,-5.7,1.2,-12.2,-4.3,-19.1,-21.5,-2.6
COC(=O)C(Cc1ccccc1)NC(=O)c1ccc(C)cc1 (configuration not stated),-39.7,-2.4,2.7,-1.9,2.9,21.3,-17.9,-1.7
CCNC(=S)NNC(=O)c1cccc(Br)c1,-3.0,19.0,-1.1,0.0,-0.6,-10.4,10.9,-3.8
